LmPK inh = LmPK (Leishmania mexicana) enzyme inhibition; Potency, µM (titrated, usually from 57.5 µM), for the others: at the highest dose activity change, negative = inhibition, usual class: inhibitors; 290,000 compounds, 0.37% hits; purified LmPK, Kinase-Glo ATP luminescence, 1 h; note: potency is the fitted concentration of half-maximal effect; % is set by controls: 0 for no effect and ±100 for the full control effect
Target sequence (Q27686 whole entry, looked up): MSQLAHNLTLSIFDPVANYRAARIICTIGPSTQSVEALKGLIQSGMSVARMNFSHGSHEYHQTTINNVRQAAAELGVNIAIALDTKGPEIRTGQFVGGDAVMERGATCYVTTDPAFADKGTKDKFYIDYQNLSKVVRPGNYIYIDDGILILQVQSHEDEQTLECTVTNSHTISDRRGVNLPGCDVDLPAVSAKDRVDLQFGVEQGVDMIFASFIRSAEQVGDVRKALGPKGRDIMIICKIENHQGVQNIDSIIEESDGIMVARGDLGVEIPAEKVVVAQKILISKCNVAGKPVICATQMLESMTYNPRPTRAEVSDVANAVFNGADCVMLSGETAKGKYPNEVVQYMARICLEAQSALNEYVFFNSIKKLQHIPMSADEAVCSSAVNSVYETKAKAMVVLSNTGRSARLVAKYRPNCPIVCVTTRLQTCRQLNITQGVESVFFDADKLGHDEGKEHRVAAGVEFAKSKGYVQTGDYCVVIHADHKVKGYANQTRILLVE
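ATP generated from ADP (0.1 mM) and PEP (0.5 mM) by 0.1 nM LmPK over 1 h at room temperature (pH 7.2 imidazole buffer) was detected by coupled luciferase luminescence. Values were normalized to uninhibited and no-enzyme wells.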
Shiga toxin inh = Shiga toxin inhibition; 290,000 compounds, 9.2% hits; inhibition, % at 38.7 µM; Vero cells, Shiga toxin protein synthesis inhibition reporter; in the data active = inhibition mostly above about 28%, no sharp cut-off; inactive = mostly below about 43%; note: 0% is about no effect
Pf growth 48h = inhibits P. falciparum growth in the first generation, 48 h. 310,000 compounds, 5.9% hits. P. falciparum luciferase growth in erythrocytes, 48 h. Potency, µM (series often up to 28.7 µM), without a hit: at the highest dose activity change, negative = inhibition, most hits filed as inhibitors. AID 504832; note: potency is the fitted concentration of half-maximal effect; % is set by controls: 0 for no effect and ±100 for the full control effect
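Luciferase-expressing parasites in RBCs, 2% Hct / 0.1% parasitemia final; RPMI 1640 + 0.5% Albumax; 37 C, 5% CO2, one generation; luminescence read-out, lower signal = inhibition.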
AmpC inh no detg = inhibitors of E. coli AmpC beta-lactamase without detergent; AmpC nitrocefin hydrolysis, absorbance 480 nm, 0.0001% Triton; Potency, µM (titrated, usually from 57.1 µM), for inactives: at the highest dose activity change, negative = inhibition, actives largely listed as inhibitors; 330,000 compounds, 0.52% hits;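 note: potency is the fitted concentration of half-maximal effect; plate controls were no compound for no effect and no enzyme for full effect; nearly all actives have a fitted effect of over 20% in size; some results filed as inactive show a strong effect at the top dose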
Target sequence (P00811 whole entry, looked up): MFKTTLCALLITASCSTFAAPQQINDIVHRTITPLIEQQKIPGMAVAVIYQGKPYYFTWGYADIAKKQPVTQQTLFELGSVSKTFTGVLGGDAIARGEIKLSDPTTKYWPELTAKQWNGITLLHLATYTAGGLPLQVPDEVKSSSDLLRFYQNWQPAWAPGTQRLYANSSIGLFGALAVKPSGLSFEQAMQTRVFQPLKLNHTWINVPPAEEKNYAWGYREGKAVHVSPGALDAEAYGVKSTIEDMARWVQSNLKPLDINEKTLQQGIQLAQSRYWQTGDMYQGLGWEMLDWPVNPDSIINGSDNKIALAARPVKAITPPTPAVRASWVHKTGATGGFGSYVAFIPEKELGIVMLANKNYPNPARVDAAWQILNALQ
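20 mM phosphate pH 7.0 + 0.01% (detergent screen) or 0.0001% Triton X-100; 5.3 nM AmpC reagent; cpd preinc 15 min RT; nitrocefin (800 uM stock) to start; A480 q20 s × 4 min; Activity was normalised to no-enzyme and no-compound control wells.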
Pf growth 96h = P. falciparum growth inhibition at 96 hours | P. falciparum luciferase reporter growth, 96 h | Potency, µM (top dose mostly 28.7 µM), inactives show at the highest dose activity change, negative = inhibition, hits mostly inhibitors | 320,000 compounds, 6.9% hits; note: potency is the fitted concentration of half-maximal effect; % is set by controls: 0 for no effect and ±100 for the full control effect
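Cell-based qHTS: luciferase-tagged P. falciparum in erythrocytes (2% hematocrit, 0.05% parasitemia final) incubated with compounds for 96 hours, 37 C, 5% CO2; luciferase detection reagent then added and luminescence measured.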
Cycloheximide cs = counter-screen for Shiga toxin inhibitors: cycloheximide protein synthesis inhibition; max response, %; 300,000 compounds, 12% hits; cell reporter, cycloheximide protein synthesis inhibition counterscreen; AID 2314; in the data active = max response mostly above about 13%, no sharp cut-off; inactive = mostly below about 14%; note: read at 38.3 µM for the half of the compounds with a filed dose; 0% is about no effect
TbPYK inhibitor = inhibitors of Trypanosoma brucei pyruvate kinase; TbPYK enzyme, Kinase-Glo Plus ATP luminescence, 45 min; 410,000 compounds, 0.12% hits; Potency, µM (top dose mostly 76.8 µM), for the others: top-dose activity, negative = inhibition, most hits filed as inhibitors; note: potency is the fitted concentration of half-maximal effect; % is set by controls: 0 for no effect and ±100 for the full control effect; nearly all actives have a fitted effect of over 50% in size
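Assay buffer: 50 mM TEA pH 7.2, 100 mM KCl, 10 mM MgCl2, 0.05% BSA, 0.01% Tween-20. Pyruvate kinase from T. brucei plus substrate met compound, then ADP (130 uM final). Luminescence was read post 45 min RT.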
Starred values were filed as active, the others as inactive; [ ] = remark or other dose. Unless noted, calls come from the whole dose curve; as a rule, active = well fitted curve in the direction sought with a large enough effect; inconclusive = small, poorly fitted or top-dose-only effect, or another doubt; inactive = no such curve, though single readings can be large; an effect the other way counts as inactive or inconclusive. Compounds as they come. About 22% of those tested had a hit in this group.

Cc1ccc(S(=O)(=O)N(C)c2ccc(C(=O)N3CCCCC3)cc2)cc1 was read as LmPK inh 3.9%, Shiga toxin inh -11.0, AmpC inh no detg 19.1%, Pf growth 96h 17.7% and Cycloheximide cs 0.7.
Cc1cccc(C)c1OCCNC(=O)c1ccc2ccccc2n1 was read as LmPK inh 0.1%, Shiga toxin inh 50.3, Pf growth 48h 6.8%, AmpC inh no detg 17.7%, Pf growth 96h 3.1%, Cycloheximide cs 11.4 and TbPYK inhibitor 0.1%.
Cc1ccc[n+](CC(=O)c2ccccc2)c1 was read as LmPK inh -3.3%, Shiga toxin inh 15.3, Pf growth 48h 18.3%, AmpC inh no detg -12.9%, Pf growth 96h -10.3% and Cycloheximide cs 4.1.
COc1cc(C(Nc2ccccn2)c2c(NC(=O)c3ccco3)sc(C)c2C)cc(OC)c1OC (centres undefined) was read as LmPK inh -3.3%, Shiga toxin inh 76.3*, Pf growth 48h 5.22µM*, AmpC inh no detg 164.4%[activator], Pf growth 96h 8.28µM*, Cycloheximide cs 29.1* and TbPYK inhibitor -8.9%.
For COc1ccc(CN(C)C(=O)C2CCN(C(=O)Nc3ccccc3)CC2)cc1 the results were Pf growth 48h inconclusive, AmpC inh no detg -8.6%, Pf growth 96h inconclusive and TbPYK inhibitor 0.6%.
Screening O=C(O)c1ccc(/C=N/Nc2ncc(C(F)(F)F)cc2Cl)cc1 returned LmPK inh 4.7%, Shiga toxin inh 10.5, Pf growth 48h 18.2%, AmpC inh no detg -10.4%, Pf growth 96h 26.3%, Cycloheximide cs 0.7 and TbPYK inhibitor 2.6%.
For CC(NC(=O)Nc1ccccc1)C(c1cccs1)N1CCOCC1 (centres undefined) the results were LmPK inh 7.3%, Shiga toxin inh -1.7, Pf growth 48h -11.8%, AmpC inh no detg -12.4%, Pf growth 96h -8.7%, Cycloheximide cs -2.3 and TbPYK inhibitor -1.7%.
Cc1cccc(NC(=O)C(=O)NCC2CCCN2S(=O)(=O)c2cccs2)c1C (centres undefined) was read as Pf growth 48h -7.7%, AmpC inh no detg -20.9%, Pf growth 96h 7.6% and TbPYK inhibitor 0.6%.
Screening O=C(Nc1ccc(O)c2c(=O)cc(-c3cccc(Cl)c3)oc12)c1ccccc1Cl returned LmPK inh 6.4%, Shiga toxin inh 2.1, Pf growth 48h 22.0%, AmpC inh no detg -51.1%, Pf growth 96h inconclusive, Cycloheximide cs -6.2 and TbPYK inhibitor -9.8%.
`COCCCNC(=O)Nc1ccc(F)cc1F` gave LmPK inh -4.7%, Shiga toxin inh 17.7, Pf growth 48h 15.5%, AmpC inh no detg -6.7%, Pf growth 96h inconclusive, Cycloheximide cs 1.4 and TbPYK inhibitor -2.2%.

The closing 2 entries of the part before come first, to join the parts.
Screening O=C(Nc1ccc(O)c2c(=O)cc(-c3cccc(Cl)c3)oc12)c1ccccc1Cl returned LmPK inh 6.4%, Shiga toxin inh 2.1, Pf growth 48h 22.0%, AmpC inh no detg -51.1%, Pf growth 96h inconclusive, Cycloheximide cs -6.2 and TbPYK inhibitor -9.8%.
`COCCCNC(=O)Nc1ccc(F)cc1F` gave LmPK inh -4.7%, Shiga toxin inh 17.7, Pf growth 48h 15.5%, AmpC inh no detg -6.7%, Pf growth 96h inconclusive, Cycloheximide cs 1.4 and TbPYK inhibitor -2.2%.
For CN(CCOc1cccc2ccccc12)Cc1ccccc1 the results were LmPK inh -0.6%, Shiga toxin inh -4.3, Pf growth 48h -10.6%, AmpC inh no detg -1.3%, Pf growth 96h 4.15µM*, Cycloheximide cs -1.0 and TbPYK inhibitor 5.7%.
Screening CCn1cc(C(=O)NCCC2=CCCCC2)c(=O)c2cc(S(=O)(=O)N(C)C)ccc21 returned LmPK inh 6.2%, Shiga toxin inh 8.6, Pf growth 48h inconclusive, AmpC inh no detg -1.7%, Pf growth 96h 20.9%, Cycloheximide cs 0.7 and TbPYK inhibitor -3.2%.
`Cc1ccc(-c2cc[n+](Cc3ccccc3)cc2)cc1` gave LmPK inh -10.9%, Shiga toxin inh -8.2, Pf growth 48h 0.928µM*, AmpC inh no detg -5.8%, Pf growth 96h 296.2%[activator], Cycloheximide cs 8.9 and TbPYK inhibitor -19.0%.
Screening COc1cc(CNCC(C)C)c(Br)cc1OCC(=O)NCc1ccccc1 returned LmPK inh 6.2%, Shiga toxin inh -12.0, Pf growth 48h -19.3%, AmpC inh no detg 3.8%, Pf growth 96h inconclusive, Cycloheximide cs -2.9 and TbPYK inhibitor -2.1%.
COC(=O)c1cc(Cl)c(NC(=O)c2cc3ccccc3o2)cc1OC was read as LmPK inh -1.1%, Shiga toxin inh 23.0, Pf growth 48h 63.8%[activator], AmpC inh no detg 18.2%, Pf growth 96h inconclusive, Cycloheximide cs 7.2 and TbPYK inhibitor 1.3%.
Screening Cc1cc(C)n2nc(C(=O)NNC(=O)c3ccccc3)nc2n1 returned LmPK inh 0.0%, Shiga toxin inh -2.8, Pf growth 48h -22.7%, AmpC inh no detg -14.5%, Pf growth 96h 2.7%, Cycloheximide cs -4.6 and TbPYK inhibitor -0.2%.
`O=C(CCCc1ccccc1)Nc1ccnn1C1CCN(Cc2ccccc2)CC1` gave LmPK inh 1.6%, Shiga toxin inh -7.0, Pf growth 48h inconclusive, AmpC inh no detg 17.1%, Pf growth 96h 27.4%, Cycloheximide cs -2.3 and TbPYK inhibitor -2.0%.
COc1cc(CNc2ccc3[nH]c(=O)[nH]c3c2)ccc1OCc1ccc(F)cc1 was read as LmPK inh -0.1%, Shiga toxin inh 35.6*, Pf growth 48h -6.6%, AmpC inh no detg -24.3%, Pf growth 96h 0.0%, Cycloheximide cs 31.4* and TbPYK inhibitor -10.7%.
`Cc1ccc(NC(=O)COC(=O)CCc2nc3ccccc3c(=O)[nH]2)cc1Cl` gave LmPK inh 2.6%, Shiga toxin inh 7.1, Pf growth 48h 2.1%, AmpC inh no detg -19.9%, Pf growth 96h 10.7%, Cycloheximide cs -1.4 and TbPYK inhibitor 5.5%.
For Nc1ccc(-c2nnc(-c3ccc(N)cc3)o2)cc1 the results were LmPK inh -0.9%, Shiga toxin inh 72.6*, Pf growth 48h 0.1%[0.00184 µM], AmpC inh no detg -2.3%, Pf growth 96h 73.1%[activator], Cycloheximide cs 48.4* and TbPYK inhibitor -4.5%.
Screening CCCc1cc(=O)oc2cc(OC(=O)CN3C(=O)NC4(CCCC4)C3=O)ccc12 returned Pf growth 48h -14.4%, AmpC inh no detg -6.2%, Pf growth 96h inconclusive and TbPYK inhibitor 1.5%.
Screening CC1CN(C(=O)CSc2nc(-c3ccc(F)cc3)cs2)CC(C)O1 (centres undefined) returned LmPK inh -2.0%, Shiga toxin inh -9.7, AmpC inh no detg 41.8%, Pf growth 96h inconclusive, Cycloheximide cs -1.8 and TbPYK inhibitor 1.7%.
`COc1ccccc1N(CC(=O)NCCSCc1ccco1)S(=O)(=O)c1ccccc1` gave LmPK inh 1.6%, Shiga toxin inh -0.7, Pf growth 48h inconclusive, AmpC inh no detg -3.5%, Pf growth 96h 0.0%, Cycloheximide cs -4.0 and TbPYK inhibitor -8.2%.
O=C(NCc1ccco1)c1ccc2c(=O)n(Cc3ccco3)c(SCC(=O)N3CCCC3)nc2c1 was read as LmPK inh -0.6%, Shiga toxin inh 38.9*, Pf growth 48h inconclusive, AmpC inh no detg 39.0%, Pf growth 96h 52.0%[activator], Cycloheximide cs 32.7* and TbPYK inhibitor -7.2%.
Screening CCCn1nnnc1NCc1ccccc1OCc1cccs1 returned LmPK inh -4.8%, Shiga toxin inh -4.5, Pf growth 48h inconclusive, AmpC inh no detg -22.5%, Cycloheximide cs -3.2 and TbPYK inhibitor -8.2%.
For CC1CCCN(C(=O)CSc2nc3ccccc3o2)C1 (centres undefined) the results were LmPK inh 1.5%, Shiga toxin inh 60.6*, Pf growth 48h 56.2%[activator], AmpC inh no detg -4.3%, Pf growth 96h inconclusive, Cycloheximide cs 21.0 and TbPYK inhibitor 0.9%.
For Cc1ccc(S(=O)(=O)NCC(=O)N2CCOCC2)cc1 the results were LmPK inh 1.9%, Shiga toxin inh -8.1, AmpC inh no detg -21.9%, Pf growth 96h 27.2%, Cycloheximide cs 6.3 and TbPYK inhibitor 1.9%.
For CCn1c(Oc2ccccc2C)nc2c1c(=O)n(C)c(=O)n2C the results were LmPK inh -1.4%, Shiga toxin inh -3.6, Pf growth 48h 2.4%, AmpC inh no detg 262.4%, Pf growth 96h -4.1%, Cycloheximide cs -1.7 and TbPYK inhibitor 3.6%.
CC1(C)CC(=O)C(C=NCCN2CCNCC2)=C(O)C1 was read as LmPK inh 0.6%, Shiga toxin inh -12.2, Pf growth 48h -8.3%, AmpC inh no detg -7.7%, Pf growth 96h -17.5%, Cycloheximide cs -6.7 and TbPYK inhibitor -4.6%.
COc1ccc(OC)c(C2=NOC(C(=O)NCC3CCCO3)C2)c1 (centres undefined) was read as LmPK inh -4.7%, Shiga toxin inh -3.9, Pf growth 48h 19.2%, AmpC inh no detg -4.4%, Pf growth 96h 1.2%, Cycloheximide cs 14.6 and TbPYK inhibitor 3.7%.
`COc1ccc(CC(=S)N2CCOCC2)cc1F` gave LmPK inh -3.5%, Shiga toxin inh 15.6, Pf growth 48h 9.0%, AmpC inh no detg -3.6%, Pf growth 96h 3.6%, Cycloheximide cs 1.2 and TbPYK inhibitor 10.6%.
`COc1ccc(/C=N/NC(=O)c2ccc(C)nc2)cc1O` gave LmPK inh 1.0%, Shiga toxin inh -0.3, Pf growth 48h 14.8%, AmpC inh no detg -22.3%, Pf growth 96h -13.3%, Cycloheximide cs 5.5 and TbPYK inhibitor 5.1%.
`CC(=O)Nc1ccc(C(=O)COC(=O)CCc2ccccc2)c(F)c1` gave Pf growth 48h -7.5%, AmpC inh no detg -6.1%, Pf growth 96h inconclusive and TbPYK inhibitor 5.3%.
Screening Cc1cc(NC(=O)CSc2nccn2-c2cccc(Cl)c2)no1 returned LmPK inh -2.3%, Shiga toxin inh -5.7, Pf growth 48h -8.7%, AmpC inh no detg -8.6%, Pf growth 96h -5.2%, Cycloheximide cs -0.8 and TbPYK inhibitor 0.2%.
Screening COc1ccc(OCc2nc(C#N)c(NCCCn3ccnc3)o2)cc1 returned LmPK inh 5.2%, Shiga toxin inh -10.7, Pf growth 48h -12.1%, AmpC inh no detg 4.6%, Pf growth 96h inconclusive, Cycloheximide cs 0.8 and TbPYK inhibitor -14.6%.
`CC(NC(=O)Cn1nc(-c2ccccc2)ccc1=O)c1ccccc1` (centres undefined) gave LmPK inh -0.1%, Shiga toxin inh 2.1, Pf growth 48h inconclusive, AmpC inh no detg 4.0%, Pf growth 96h 61.2%[activator], Cycloheximide cs 1.4 and TbPYK inhibitor 5.3%.
COc1ccccc1N1CCN(C(=O)CN(C)S(=O)(=O)c2cc(C)ccc2OC)CC1 was read as LmPK inh 0.3%, Shiga toxin inh -9.2, Pf growth 48h -28.7%, AmpC inh no detg 203.3%[activator], Pf growth 96h -12.2%, Cycloheximide cs 0.3 and TbPYK inhibitor -4.6%.

Source: PubChem
